Screens (PubChem BioAssay)
D3 ag: activates the human D3 dopamine receptor | max activation, % | P35462 | D3R DiscoveRx beta-arrestin cells, luminescence, 90 min | hit rate 0.58% among 410,000; in the data active = max activation above about 30%; also: 0% is about no effect; mostly tested at two doses, the higher about 12 µM
Target sequence (P35462 whole entry, looked up): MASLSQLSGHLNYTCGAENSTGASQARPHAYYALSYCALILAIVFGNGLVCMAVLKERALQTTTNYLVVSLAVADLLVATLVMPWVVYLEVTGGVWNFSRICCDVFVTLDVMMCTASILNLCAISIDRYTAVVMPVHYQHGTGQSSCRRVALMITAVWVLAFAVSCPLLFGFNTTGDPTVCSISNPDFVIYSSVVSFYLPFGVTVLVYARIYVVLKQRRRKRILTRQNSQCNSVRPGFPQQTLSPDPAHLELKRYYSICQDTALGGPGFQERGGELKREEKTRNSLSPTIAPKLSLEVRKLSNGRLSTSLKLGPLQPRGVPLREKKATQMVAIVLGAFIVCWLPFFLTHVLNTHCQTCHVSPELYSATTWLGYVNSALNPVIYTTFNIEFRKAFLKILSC
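Cells at 1500/well, incubated overnight, then treated with pinned compounds (dopamine as control) for 90 min at 37 degrees C. DiscoveRx reagent added for 30 - 60 minutes at room temperature; luminescence read.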
PTHR1 ag: agonists of human PTHR1 parathyroid hormone receptor; Q03431; HEK293 GP2 PTHR1 cells, GloSensor cAMP luminescence, 1 h; Potency, µM (titrated, usually from 115 µM), for the others: top-dose activation, most hits filed as activators; hit rate 0.075% among 410,000; also: potency is read from the fitted curve at half-maximal effect; nearly all actives have a fitted effect of over 55% in size; some results filed as inactive show a strong effect at the top dose; inactives centre near -15; many of its hits are not listed in these tables
Target sequence (Q03431 whole entry, looked up): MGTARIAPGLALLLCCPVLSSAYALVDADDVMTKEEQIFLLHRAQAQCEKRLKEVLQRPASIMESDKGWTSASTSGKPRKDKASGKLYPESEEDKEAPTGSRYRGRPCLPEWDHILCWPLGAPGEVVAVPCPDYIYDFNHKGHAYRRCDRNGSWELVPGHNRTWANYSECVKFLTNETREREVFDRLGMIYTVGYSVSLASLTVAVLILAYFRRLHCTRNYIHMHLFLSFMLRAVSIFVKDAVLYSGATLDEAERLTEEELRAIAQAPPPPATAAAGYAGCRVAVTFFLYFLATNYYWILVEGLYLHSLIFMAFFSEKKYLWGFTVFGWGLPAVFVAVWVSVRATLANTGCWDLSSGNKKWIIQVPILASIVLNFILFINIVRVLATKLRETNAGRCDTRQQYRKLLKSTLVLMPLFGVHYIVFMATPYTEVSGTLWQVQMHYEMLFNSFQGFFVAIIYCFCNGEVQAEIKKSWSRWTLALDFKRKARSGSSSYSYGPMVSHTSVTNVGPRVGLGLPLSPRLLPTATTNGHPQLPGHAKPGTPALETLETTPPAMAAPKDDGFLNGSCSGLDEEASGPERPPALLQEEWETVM
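HEK-293-derived GP2 cells expressing PTHR1 and a GloSensor cAMP reporter, 3,000/well, plated overnight, given luciferin plus IBMX (each 0.5 mM as added) for 1 h at 37 °C, then compound for 1 h at 37 °C. Luminescence was read after 15 min at room temperature.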
aSyn yeast inh: inhibitors of alpha-synuclein toxicity in yeast. Yeast expressing alpha-synuclein, growth rescue, BacTiter-Glo, 24 h. Potency, µM (titrated, usually from 46.1 µM), for inactives: top-dose growth rescue (activation), hits mostly activators. hit rate 0.14% among 370,000. AID 652106; also: potency is read from the fitted curve at half-maximal effect; % of control where 0% means no effect; nearly all actives have a fitted effect of over 65% in size
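Galactose-induced alpha-syn yeast (OD600=0.02, raffinose-pregrown) + pinned cpd, 24 hr, 30 deg C; growth by BacTiter-Glo luminescence. Growth restoration scores as activation.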
KB-V1 cytotox: KB-V1 MDR subline cytotoxicity | KB-V1 MDR cells viability, CellTiter-Glo, 72 h | Potency, µM (doses to about 46.1 µM), for the others: at the highest dose activity change, negative = cytotoxicity, usual class: cytotoxic | hit rate 3.4% among 400,000; also: potency is read from the fitted curve at half-maximal effect; % is scaled to controls: 0 for no effect and ±100 for the full control effect; nearly all actives have a fitted effect of over 60% in size
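Drug-selected KB-V1 cells, grown in DMEM lacking phenol red with 10% FBS, receive compound titrations; after three days at 37 degrees C, surviving cell ATP is quantified by CellTiter-Glo luminescence and responses normalized and curve-fitted.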
GLP1R cytotox: cytotoxicity counter-screen for GLP-1 receptor inverse agonists. Potency, µM (highest dose often 38.3 µM), inactives show at the highest dose activity change, negative = inhibition, usual class: inhibitors. HEK293 cAMP-luciferase reporter cells, luminescence, 24 h. hit rate 0.13% among 410,000;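 also: loss of luciferase light is scored as toxicity; potency is read from the fitted curve at half-maximal effect; % is scaled to controls: 0 for no effect and ±100 for the full control effect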
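Compound-treated cells are incubated 24 hr at 37 deg C under 5% CO2 after a 12 hour attachment period, then luciferase detection reagent is added and luminescence is measured following 12 min at room temperature; lowered signal indicates toxicity.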
TDP43 rescue: inhibitors of TDP-43 toxicity in yeast; Potency, µM (titrated, usually from 46.1 µM), without a hit: at the top dose growth rescue (activation), actives largely listed as activators; TDP-43 expressing yeast growth rescue, BacTiter-Glo, 24 h; hit rate 1.8% among 410,000; also: potency is read from the fitted curve at half-maximal effect; % of control where 0% means no effect; nearly all actives have a fitted effect of over 50% in size
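Growth rescue of TDP-43-toxic yeast measured as ATP luminescence (BacTiter-Glo). Cells grown to mid-log in raffinose, induced in galactose at OD600=0.02, exposed to compound 24 hr at 30 deg C.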
GLP-1R agonist: GLP-1 receptor (human) agonism. hit rate 0.007% among 380,000. P43220. Potency, µM (highest dose often 45.6 µM), without a hit: at the highest dose activation, most hits filed as activators. HEK293 GLP-1R CRE-luciferase, luminescence, 4-6 h; cells express a hypersensitive GLP-1R form; also: potency is read from the fitted curve at half-maximal effect; % of control where 0% means no effect
DRD3 antagonist: blocks the human D3 dopamine receptor; AID 652054; D3R cells, DiscoveRx beta-arrestin luminescence, antagonist mode; active compounds read low; max response, negative = inhibition, %; P35462; hit rate 2.5% among 360,000; in the data active = max response below about -50%; inconclusive = no clear call, values can overlap the other calls; also: % is scaled to controls: 0 for no effect and ±100 for the full control effect; mostly tested at two doses, the higher about 12 µM
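Cells plated overnight at 1500 cells/well, then exposed to library compounds with dopamine controls for 90 minutes at 37 degrees C. DiscoveRx reagent added for 30–60 minutes at room temperature; luminescence read, quantitative HTS format.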
GLP-1R inv ag: acts as inverse agonist at human GLP-1 receptor; P43220; hit rate 1.6% among 410,000; AID 624417; Potency, µM (series often up to 38.3 µM), for the others: top-dose activity change, negative = inhibition, most hits filed as inhibitors; HEK293 GLP-1R CRE-luciferase, luminescence, 24 h; GLP-1R form is constitutively active; also: potency is read from the fitted curve at half-maximal effect; % is scaled to controls: 0 for no effect and ±100 for the full control effect; nearly all actives have a fitted effect of over 55% in size
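Seeding at 200 cells/uL, 12 h culture, 24 hr compound treatment, then luciferase reagent and a luminescence read; cells are HEK293 stably expressing a constitutively active GLP-1R plus cAMP-responsive luciferase.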
* = called active by the depositor; [ ] = remark or other dose. Unless noted, calls follow the shape of the dose curve; as a rule, active = well fitted curve in the direction sought with a large enough effect; inconclusive = small, poorly fitted or top-dose-only effect, or another doubt; inactive = no such curve, though single readings can be large; an effect the other way counts as inactive or inconclusive. Only part of the results is shown; rates above refer to the full screens.

For Nn1c(SCC(=O)Nc2ccc3c(c2)OCO3)nnc1-c1ccccc1 the results were D3 ag 2, PTHR1 ag -29%[57.5 µM], aSyn yeast inh 4%, KB-V1 cytotox inconclusive, GLP1R cytotox 8%, TDP43 rescue -16%, GLP-1R agonist 5%, DRD3 antagonist -23 and GLP-1R inv ag -2%.
`Cc1cc(-c2ccccc2)nc2oc3c(c12)NC(=O)CN(c1ccccc1)C3=O` gave D3 ag -5, PTHR1 ag inactive, aSyn yeast inh 1%, KB-V1 cytotox inconclusive, GLP1R cytotox 0%, TDP43 rescue 8%, GLP-1R agonist 1%, DRD3 antagonist -7 and GLP-1R inv ag -6%.
`CCOC(=O)c1ccc(NC(=O)N2CCN(CCc3ccccc3)CC2)cc1` gave D3 ag -29, PTHR1 ag -12%[57.5 µM], aSyn yeast inh 0%, KB-V1 cytotox -7%, GLP1R cytotox 5%, TDP43 rescue -6%, GLP-1R agonist 30%, DRD3 antagonist inconclusive and GLP-1R inv ag -15%.
CCOc1ccccc1NC(=O)COC(=O)c1cc(C)oc1C was read as D3 ag 1, PTHR1 ag inactive, aSyn yeast inh 2%, KB-V1 cytotox 10%, GLP1R cytotox 6%, TDP43 rescue 0%, GLP-1R agonist -7%, DRD3 antagonist -14 and GLP-1R inv ag 10%.
O=C(NCc1cccc(Cl)c1)c1ccc2nc(N3CCOCC3)sc2c1 was read as D3 ag 3, PTHR1 ag -54%[inhibitor], aSyn yeast inh 4%, KB-V1 cytotox inconclusive, GLP1R cytotox 4%, TDP43 rescue 25µM*, GLP-1R agonist 12%, DRD3 antagonist -8 and GLP-1R inv ag -11%.
Screening CCCSc1ncc(Cl)c(C(=O)NCc2ccc(C)cc2)n1 returned D3 ag 1, PTHR1 ag -17%, GLP1R cytotox 3%, TDP43 rescue 0% and GLP-1R inv ag -4%.
For CC(C)c1ccc(C2CC(=O)c3cnc(NC(=O)c4ccco4)nc3C2)cc1 (stereo not given) the results were D3 ag -1, PTHR1 ag -13%, aSyn yeast inh -2%, KB-V1 cytotox 0%, GLP1R cytotox -9%, TDP43 rescue 22%, GLP-1R agonist 12%, DRD3 antagonist -8 and GLP-1R inv ag inconclusive.
`Cc1cc(C)n(C(CC(=O)N2CCc3ccccc3C2)C(=O)O)n1` (stereo not given) gave D3 ag -10, PTHR1 ag inconclusive, aSyn yeast inh 0%, KB-V1 cytotox -16%, GLP1R cytotox 9%, TDP43 rescue 4%, GLP-1R agonist 5%, DRD3 antagonist inconclusive and GLP-1R inv ag -5%.
O=C1CC(/C=C/c2cccnc2)=Nc2ccccc2N1 was read as D3 ag -5, PTHR1 ag -57%[inhibitor], aSyn yeast inh -7%, KB-V1 cytotox inconclusive, GLP1R cytotox -17%, TDP43 rescue -7%[0.397 µM], GLP-1R agonist inconclusive, DRD3 antagonist inconclusive and GLP-1R inv ag inconclusive.
CCOC(=O)c1c(NC(=O)CSc2nc3ccccc3[nH]2)sc2c1CC(C)(C)NC2(C)C was read as D3 ag -6, PTHR1 ag inactive, aSyn yeast inh 4%, KB-V1 cytotox -22%, GLP1R cytotox inconclusive, TDP43 rescue 9%, GLP-1R agonist -3%, DRD3 antagonist -18 and GLP-1R inv ag inconclusive.
Screening COc1ccc(CCCc2nnc(SCC(=O)Nc3ccc(C)cc3)o2)cc1 returned D3 ag 2, PTHR1 ag -40%, KB-V1 cytotox -4%, GLP1R cytotox -1%, TDP43 rescue 11% and GLP-1R inv ag -11%.
`CCCOc1ccc(CCCN=C(N)N)cc1Cl` gave D3 ag -14, PTHR1 ag -10%, aSyn yeast inh -1%, KB-V1 cytotox 25%, GLP1R cytotox -11%, TDP43 rescue -17%, GLP-1R agonist 0%, DRD3 antagonist 6 and GLP-1R inv ag inconclusive.
`CCN(CC)c1ccc(C2Nc3cccc4cccc(c34)N2)c(O)c1` gave D3 ag -13, PTHR1 ag -6%[57.5 µM], aSyn yeast inh -4%, KB-V1 cytotox inconclusive, GLP1R cytotox 2%, TDP43 rescue -9%, GLP-1R agonist -11%, DRD3 antagonist 8 and GLP-1R inv ag 6%.
COc1ccc(C)c2sc(N(CCN(C)C)C(=O)c3ccc(S(=O)(=O)N(C)c4ccccc4)cc3)nc12 was read as D3 ag -3, PTHR1 ag inactive, aSyn yeast inh 2%, KB-V1 cytotox 1%, GLP1R cytotox 0%, TDP43 rescue 9%, GLP-1R agonist 0%, DRD3 antagonist 3 and GLP-1R inv ag -25%.
COc1cccc(C2c3[nH]c4ccccc4c3C[C@H]3C(=O)N(c4ccccc4C(=O)NCCCN4CCOCC4)C(=O)N23)c1 (stereo not given in full) was read as D3 ag 2, PTHR1 ag -7%, aSyn yeast inh 0%, KB-V1 cytotox inconclusive, GLP1R cytotox -8%, TDP43 rescue 23%, GLP-1R agonist -4%, DRD3 antagonist 5 and GLP-1R inv ag 22%.
`COCCNCCCCOc1ccc(Br)cc1C` gave D3 ag -31, PTHR1 ag -20%, aSyn yeast inh -3%, KB-V1 cytotox -16%, GLP1R cytotox 6%, TDP43 rescue -21%, GLP-1R agonist 0%, DRD3 antagonist 0 and GLP-1R inv ag inconclusive.
`CC(C)(C)OC(=O)C[C@H]1C/C=C\C[C@H](CC(=O)NCCO)C(=O)NC[C@@H](c2ccccc2)OC1=O` gave D3 ag 1, PTHR1 ag -22%, aSyn yeast inh -9%, KB-V1 cytotox -8%, GLP1R cytotox 0%, TDP43 rescue 12%, GLP-1R agonist 0%, DRD3 antagonist inconclusive and GLP-1R inv ag 4%.
`CC1(C)SC(=S)N(/N=C/c2cccnc2)C1N(O)C(=O)NC1CCCCC1` (stereo not given) gave D3 ag -2, PTHR1 ag inactive, aSyn yeast inh 1%, KB-V1 cytotox 14%, GLP1R cytotox 16%, TDP43 rescue 10%, GLP-1R agonist -1%, DRD3 antagonist -4 and GLP-1R inv ag 12%.
Screening CCNC(=O)C(=O)NCCc1ccc(Cl)cc1 returned D3 ag 10, PTHR1 ag -16%, aSyn yeast inh -8%, KB-V1 cytotox 0%, GLP1R cytotox -22%, TDP43 rescue -6%, GLP-1R agonist -4%, DRD3 antagonist 8 and GLP-1R inv ag 0%.
`CCCCC1(Cc2ccc([N+](=O)[O-])cc2)C(=O)N(c2ccccc2)N(c2ccccc2)C1=O` gave D3 ag 2, PTHR1 ag -13%[57.5 µM], aSyn yeast inh 7%, KB-V1 cytotox 16µM*, GLP1R cytotox -14%, TDP43 rescue -6%, GLP-1R agonist -7%, DRD3 antagonist 9 and GLP-1R inv ag inconclusive.
`COc1ccc(OC)c(C(=O)c2coc3ccc(O)c(CN(C)C)c23)c1` gave D3 ag 5, PTHR1 ag -1%, aSyn yeast inh -1%, KB-V1 cytotox 10%, GLP1R cytotox -6%, TDP43 rescue 7%, GLP-1R agonist 0%, DRD3 antagonist -8 and GLP-1R inv ag -19%.
Screening O=c1[nH]nc(-c2ccc(NCCCO)c([N+](=O)[O-])c2)c2ccccc12 returned D3 ag 2, PTHR1 ag -5%, aSyn yeast inh -3%, KB-V1 cytotox 4%, GLP1R cytotox -10%, TDP43 rescue -4%, GLP-1R agonist 25%, DRD3 antagonist 5 and GLP-1R inv ag 52%[activator].
`CCCCOc1ccc(S(N)(=O)=O)cc1` gave D3 ag -1, PTHR1 ag inactive, aSyn yeast inh -1%, KB-V1 cytotox 16%, GLP1R cytotox 62%[activator], TDP43 rescue -15%, GLP-1R agonist 1%, DRD3 antagonist 4 and GLP-1R inv ag 23%.
For Cn1c(Cc2ccccc2)nnc1SCC(=O)Nc1ccc(N2CCOCC2)cc1 the results were D3 ag 15, PTHR1 ag -47%[inhibitor], aSyn yeast inh -6%, KB-V1 cytotox 0%, GLP1R cytotox 5%, TDP43 rescue 7%, GLP-1R agonist 2%, DRD3 antagonist -10 and GLP-1R inv ag 36%[activator].
For CC(C)CC(c1nnnn1Cc1ccc(F)cc1)N1CCC(C(N)=O)CC1 (stereo not given) the results were D3 ag 6, PTHR1 ag inactive, aSyn yeast inh 1%, KB-V1 cytotox -11%, GLP1R cytotox 3%, TDP43 rescue -3%, GLP-1R agonist 4%, DRD3 antagonist 5 and GLP-1R inv ag 11%.
For Cc1ccc(S(=O)(=O)N2CCCCC2)cc1C(=O)N1CCCCCC1 the results were D3 ag 4, PTHR1 ag inactive, aSyn yeast inh 0%, GLP1R cytotox 10%, TDP43 rescue -15%, GLP-1R agonist -2%, DRD3 antagonist -7 and GLP-1R inv ag -12%.
Screening CN=C(Nc1cccc(S(=O)(=O)N2CCOCC2)c1)c1ccccc1 returned D3 ag -1, PTHR1 ag inactive, aSyn yeast inh 2%, KB-V1 cytotox -3%, GLP1R cytotox 1%, TDP43 rescue 7%, GLP-1R agonist 11%, DRD3 antagonist 29 and GLP-1R inv ag -25%.
CC(C)OC(=O)c1sc2nc3c(cc2c1N)C(=O)CCC3 was read as D3 ag -5, PTHR1 ag -8%, aSyn yeast inh 0%, KB-V1 cytotox -6%, GLP1R cytotox 7%, TDP43 rescue 15%, GLP-1R agonist -6%, DRD3 antagonist -24 and GLP-1R inv ag 43%[activator].
